esBAF inh = blocks esBAF chromatin remodeling in mouse ES cells | Bmi1-luciferase knock-in reporter, 24 h; 100% = twice the neutral-well signal | reporter increase, % at 12.5 µM | hit rate 2% among 350,000; in the data active means activation above about 40%; inconclusive means no clear call, values can overlap the other calls;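 further: 0% = median of the plate's neutral control wells and 100% = double that signal; a rise in the Bmi1 reporter signal indicates esBAF inhibition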
FN deposition inh = fibronectin deposition inhibition | AH1F fibroblasts, Alexa488-fibronectin deposition fluorescence, overnight | inhibition, % at 12.6 µM | hit rate 0.086% among 350,000 | AID 743247;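 active means mean inhibition across replicates of 30% or more, regardless of how many single replicates reach that level; inconclusive means mean under 30% yet at least half of replicates reach 30%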;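 further: positive control wells lacked labelled fibronectin entirely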
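Material: AH1F fibroblast monolayer depositing Alexa488-labelled fibronectin into matrix | Input: 10000 AH1F cells/well | Medium: DMEM plus 2% serum, read in PBS | Reagent: Alexa488-fibronectin, 24 nM final in well | Compound dosing: One dose per compound, pinned | Schedule: 1 h adhesion, overnight exposure | Measured by: Fluorescence at 485 nm excitation, 525 nm emission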
Xi reactivation = activators of X-chromosome reactivation in mouse fibroblasts | XiGFP mouse fibroblasts, % GFP-positive cells imaging, 3 d; cells co-treated with 5-aza-dC sensitizer; scaled so ellipticine positive control = 100% | activation, % at 7.58 µM | hit rate 0.055% among 360,000 | AID 743238;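 active means mean normalized replicate activation at least 10% and every replicate at or above 10%; inconclusive means only one of the two criteria met; inactive means mean below 10% and not all replicates reach 10%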;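 further: 0% = median of on-plate neutral control wells and 100% = ellipticine 6 µM median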
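Schedule: 3 d treatment, 15 min room-temperature fixation; system: 68-5-11 XiGFP fibroblast line; buffer or medium: DMEM plus 5-aza-dC sensitizer; control set: ellipticine 6 µM positive control; compound: one concentration, pinned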
E-sel inducer = E-selectin induction on HUVECs; P16581; HUVEC E-selectin immunofluorescence imaging; normalized: neutral wells 0, TNF-alpha wells 100; activation, % at 7.58 µM; hit rate 0.37% among 260,000;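 active means mean E-selectin-positive cell signal at least 10% of the positive control, reached in at least 60% of replicates, without over 20% cell loss; inconclusive means no rule given, readout overlaps actives, possibly toxicity-flagged; inactive means the rest, including those meeting only one limit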;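 further: in these data hits start at about 27%; measured in HUVEC primary endothelial cells; signal is the percent of cells scored E-selectin positive by PE staining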
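Read-out: % PE-positive cells | Test system: HUVEC | Doses: One compound dose added by pin transfer | Buffer or medium: EGM-2 over gelatin coat | Signal: Immunofluorescence imaging | Benchmarks: TNF-alpha, DMSO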
RAD52 inh = RAD52 (human) annealing inhibition | P43351 | recombinant RAD52 DNA annealing, FRET fluorescence | inhibition, % at 18.7 µM | hit rate 0.46% among 360,000;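 active means every replicate showing at least 50% inhibition; inconclusive means mean inhibition at least 50% but not in every replicate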
EWS-Fli block = blocks EWS/Fli oncoprotein-driven transcription | inhibition, % at 12.6 µM | hit rate 0.67% among 350,000 | A673 NR0B1-luciferase reporter, viability-normalised;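 active means mean inhibition of at least 50% after viability correction, with every replicate also passing that limit; inconclusive means mean reaches 50% but only one of two replicates passes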;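 further: firefly luciferase signal divided by Alamar Blue viability fluorescence both relative to DMSO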
RAD54 inh = RAD54 (human) branch migration inhibition | RAD54 Holliday junction branch migration, FAM/BHQ fluorescence | inhibition, % at 10.4 µM | hit rate 0.14% among 360,000;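 active means mean normalized replicate activity at least 40 and at least half of replicates scoring 40 or more; inconclusive means only one of the two criteria met; inactive means mean below 40 and under half of replicates reaching 40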;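 further: 0% = median of neutral control wells and 100% = median of positive control wells; inhibitors cause a drop in the FAM fluorescence signal; in these data hits start at about 50%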
Target sequence (Q92698 whole entry, looked up): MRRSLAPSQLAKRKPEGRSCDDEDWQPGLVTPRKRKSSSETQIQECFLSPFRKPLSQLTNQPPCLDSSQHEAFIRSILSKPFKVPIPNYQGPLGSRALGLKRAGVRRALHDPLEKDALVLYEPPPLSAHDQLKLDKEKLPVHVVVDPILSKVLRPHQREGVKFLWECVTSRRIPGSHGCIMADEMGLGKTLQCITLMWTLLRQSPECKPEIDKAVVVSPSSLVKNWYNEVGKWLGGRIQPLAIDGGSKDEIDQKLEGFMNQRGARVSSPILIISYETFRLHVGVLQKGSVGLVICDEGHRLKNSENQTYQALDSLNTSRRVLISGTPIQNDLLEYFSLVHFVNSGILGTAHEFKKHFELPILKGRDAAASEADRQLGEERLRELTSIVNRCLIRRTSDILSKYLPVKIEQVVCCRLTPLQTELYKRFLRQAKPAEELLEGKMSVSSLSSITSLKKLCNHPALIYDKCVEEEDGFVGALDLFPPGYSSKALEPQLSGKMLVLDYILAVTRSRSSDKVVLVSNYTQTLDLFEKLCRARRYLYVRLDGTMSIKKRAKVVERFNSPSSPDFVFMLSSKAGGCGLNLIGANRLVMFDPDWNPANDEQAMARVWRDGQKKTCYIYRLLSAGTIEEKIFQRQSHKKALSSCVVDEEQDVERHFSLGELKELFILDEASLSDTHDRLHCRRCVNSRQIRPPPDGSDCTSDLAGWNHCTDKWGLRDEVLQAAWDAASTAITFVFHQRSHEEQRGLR
S100A4 MyoIIA = inhibitors of human S100A4 binding to myosin IIA peptide; inhibition, % at 10.7 µM; P26447; hit rate 0.14% among 360,000; S100A4/TAMRA-MyoIIA peptide fluorescence polarization;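 active means mean inhibition of at least 70% across replicates, with every replicate also reaching that level; inconclusive means mean inhibition reaches 70% but some replicates fall short; inactive means mean inhibition below 70%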
Target sequence (P26447 whole entry, looked up): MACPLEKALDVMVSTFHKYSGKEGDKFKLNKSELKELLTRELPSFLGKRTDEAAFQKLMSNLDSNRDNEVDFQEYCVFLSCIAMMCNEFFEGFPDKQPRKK
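assay system = human S100A4 monomer with TAMRA-labelled myosin IIA peptide | also added = labelled myosin peptide probe, 5 nM | incubation = 5 min between mix addition and reading | control set = DMSO and TFP controls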
* hit, by the source's call; i = inactive; ? = inconclusive; · = no result given; & = joins results of further samples.

[1] Nc1cc(N)nc(SCC(=O)Nc2cc(S(=O)(=O)N3CCOCC3)ccc2Cl)n1
[2] COc1cccc2c1cc1c(=O)n(CC(=O)NCCCN3CCN(C)CC3)nc(C)n12
[3] CCCC(=O)Nc1ccc2c(c1)C(=O)N(C)[C@H]1CC[C@@H](CC(=O)NCCN3CCCCC3)O[C@H]1CO2
[4] CCc1nc2c(OCC(=O)C(C)(C)C)cccn2c1N(C=O)Cc1ccc(OC)cc1
[5] CCn1c(O)c(C=NC2CCCC(C)C2C)sc1=S (stereo unspecified)
[6] O=C(O)CCC(=O)Nc1ccccc1C(=O)NCCc1ccccc1
[7] O=c1[nH][nH]c2c1[C@H](c1ccc(F)cc1)O[C@H](CCc1ccccc1)C2
[8] Cn1cccc1CNC1CCCC1
[9] N=C1/C(=C/c2ccco2)C(=O)N=C2SC(CC(=O)N3CCCC3)=NN12
[10] c1cncc(-c2nc(NCCCN3CCOCC3)c3c4c(sc3n2)CCC4)c1

screen / no.,1,2,3,4,5,6,7,8,9,10
esBAF inh,5,-2,2,2,·,·,·,11,-3,·
FN deposition inh,·,1,4,1,3,1,-5,·,1,-7
Xi reactivation,0.4,0.1,0.3,0.1,-0.1,0.4,-0.1,·,0.0,0.0
E-sel inducer,-0.3,1.2,0.2,·,·,-0.3,-0.3,·,5.8,7.6
RAD52 inh,-15,5,-3,-27,-12,-10,4,-4,-67,62*
EWS-Fli block,-4,-2,-10,-7,-93,-10,8,6,·,5
RAD54 inh,-7,23,0,-2,·,·,·,-8,-1,·
S100A4 MyoIIA,-4,-1,-3,-15,-5,-1,17,3,-9,26

[11] Cc1ccc(S(=O)(=O)N/N=C/c2ccc(OCC(=O)Nc3ccccc3Cl)cc2)cc1
[12] CN(C)C(=S)Nc1ccc(Br)c(Cl)c1
[13] N=c1ccn(Cc2ccc(F)cc2)cc1
[14] O=C(O)COc1ccccc1/C=C1\C(=O)Nc2ccc(Br)cc21
[15] C[C@H](CO)N1C[C@H](C)[C@@H](CN(C)C(=O)Cc2ccncc2)Oc2cc(-c3cncnc3)ccc2S1(=O)=O
[16] CC1CCN(C(=O)CCCN2C(=O)c3cccnc3Oc3ccc(Cl)cc32)CC1
[17] CCS(=O)(=O)N1CCCCN2[C@H](C1)[C@@H](c1ccc(-c3ccc(C(=O)N(C)C)cc3)cc1)[C@@H]2CO
[18] CCCCNC(=O)COc1ccccc1C(=O)c1cc(C#N)c(=O)n(CCOC)c1
[19] CN(C)C(=O)C[C@@H]1CC[C@H]2[C@@H](COC[C@H](O)CN2C(=O)C2CCOCC2)O1
[20] C[C@H]1CN([C@@H](C)CO)C(=O)c2cc(NS(C)(=O)=O)ccc2O[C@H]1CN(C)C(=O)NC1CCCCC1

screen / no.,11,12,13,14,15,16,17,18,19,20
esBAF inh,13,-3,·,-3,-1,-4,2,·,-3,2
FN deposition inh,5,-2,-3,4,·,0,0,-6,5,·
Xi reactivation,0.0,0.1,0.1,0.3,1.4,0.0,0.0,0.0,1.2,-1.3
E-sel inducer,1.6,·,0.1,·,0.0,-0.4,-0.1,0.5,0.7,·
RAD52 inh,-19,1,-15,-11,-22,-9,2,-25,-90,-1
EWS-Fli block,7,-7,-1,5,-14,-4,-1,7,1,-2
RAD54 inh,3,·,2,15,0,-11,-12,-17,-5,-18
S100A4 MyoIIA,0,1,-2,-1,-2,-1,·,-9,-65,-13

[21] COc1ccc(-c2ccc([C@@H]3[C@@H](CO)N4C(=O)CN(C(=O)c5ccccn5)C[C@H]34)cc2)cc1
[22] C[C@H](CO)N1C[C@H](C)[C@@H](CN(C)Cc2cccnc2)Oc2cc(-c3cccnc3)ccc2S1(=O)=O
[23] C[C@@H]1CN([C@@H](C)CO)C(=O)c2cc(NC(=O)Cn3cnnn3)ccc2O[C@H]1CN(C)Cc1ccc(C(F)(F)F)cc1
[24] CCCn1c(C(O)c2ccc(OC)c(OC)c2)nc2ccccc21 (stereo unspecified)
[25] CC(C)n1c(C(F)(F)F)nc2cc(C(=O)N3CCC(O)CC3)ccc21
[26] COCCn1c(=S)[nH]c2cc(C(=O)N3CCN(Cc4ccc5c(c4)OCO5)CC3)ccc2c1=O
[27] COC(=O)/C(C#N)=C/c1occc1C
[28] C[C@@H]1CCCCO[C@H](CN(C)S(=O)(=O)c2cn(C)cn2)[C@H](C)CN([C@@H](C)CO)C(=O)c2cc(NS(=O)(=O)c3ccccc3)ccc2O1
[29] O=C(NCC[C@@H]1CC[C@@H](NC(=O)C2CC2)[C@@H](CO)O1)c1ccc(F)cc1
[30] C[C@H](CO)N1C[C@H](C)[C@@H](CN(C)S(=O)(=O)c2ccc(F)cc2)OCc2cnnn2CCCC1=O

screen / no.,21,22,23,24,25,26,27,28,29,30
esBAF inh,·,-4&-5&9,-3,0,-2,-1,1,-3,2,-6&1&-5
FN deposition inh,·,5&-1,0,-1,-2,0,-4,1,·,-12&-26
Xi reactivation,0.0,-0.1&-0.2,-0.5,0.0,0.0,·,0.1,-0.1,0.0,0.2&0.0
E-sel inducer,-0.3,-0.1,-1.6,·,·,-1.8,·,-0.1,-0.3,-0.7&0.2
RAD52 inh,-16,-13&-4,-16,-8,-15,·,·,-125,0,-10&23
EWS-Fli block,-10,-5&1&13,·,0,-16,·,·,-2,-4,-1&-6&5
RAD54 inh,·,8&-4,0,-1,9,-2,1,-2,-6,6&8
S100A4 MyoIIA,-5,-2&-11,-5,5,-4,·,·,62,6,-1&4

Copied from the list:
Result for entry 23 under RAD54 inh: 0
Result for entry 21 under Xi reactivation: 0.0

Entries by screen from the list:
FN deposition inh for entries 22–30: 5&-1, 0, -1, -2, 0, -4, 1, ·, -12&-26
Xi reactivation for entries 22–30: -0.1&-0.2, -0.5, 0.0, 0.0, ·, 0.1, -0.1, 0.0, 0.2&0.0
E-sel inducer for entries 22–30: -0.1, -1.6, ·, ·, -1.8, ·, -0.1, -0.3, -0.7&0.2

More structures
[31] CC(=O)NCCn1c(SCc2cccc([N+](=O)[O-])c2)nc2ccccc2c1=O
[32] Cc1nn(C)c(C)c1CN(C(=O)C1CCC(=O)N(C2CCCCCC2)C1)C(C)C (stereo unspecified)
[33] C[C@H]1CN([C@@H](C)CO)C(=O)c2cc(NC(=O)CCC(F)(F)F)ccc2O[C@@H]1CN(C)C(=O)NC1CCCCC1
[34] CCc1nc2c(OCc3cccc(Cl)c3)cccn2c1N(C)C(C)=O
[35] Cc1csc(CNc2ncnc3ccc(-c4ccoc4)cc23)c1
[36] COc1ccc(CNS(=O)(=O)c2ccc(-c3cnc(C4CC4)o3)cc2)cc1
[37] O=C(NCc1ccncc1)/C(=C\c1ccc(F)cc1)NC(=O)c1ccccc1
[38] Nc1nc(-c2ccc(Cl)cc2)nn1C(=O)c1ccco1
[39] CC(OC(=O)C1CCCC1)C(=O)Nc1ccc(C(N)=O)cc1 (stereo unspecified)
[40] CC(=O)N1CCc2cc(NC(=O)C3(C)CCN3CCc3ccccc3)ccc21 (stereo unspecified)

screen / no.,31,32,33,34,35,36,37,38,39,40
esBAF inh,-2,39,-9,4,-4,1,11,-2,4,3
FN deposition inh,9,4,·,·,-2,3,-3,4,·,-3
Xi reactivation,0.6,-0.1,-0.9,0.6,1.3,0.0,0.0,0.0,0.1,0.1
E-sel inducer,-0.1,·,-5.2,-0.1,·,·,·,1.3,0.4,0.0
RAD52 inh,-18,-9,15,6,i,-13,-8,-12,-11,-11
EWS-Fli block,-9,-36,1,-6,4,5,-1,-2,2,-18
RAD54 inh,-12,8,-11,2,-6,7,-2,4,-6,10
S100A4 MyoIIA,-1,-5,10,-5,1,-2,-2,-5,7,-3

A run of entries of the results above, as a working copy:
[31] CC(=O)NCCn1c(SCc2cccc([N+](=O)[O-])c2)nc2ccccc2c1=O
[32] Cc1nn(C)c(C)c1CN(C(=O)C1CCC(=O)N(C2CCCCCC2)C1)C(C)C (stereo unspecified)

screen / no.,31,32
esBAF inh,-2,39
FN deposition inh,9,4
Xi reactivation,0.6,-0.1
E-sel inducer,-0.1,·
RAD52 inh,-18,-9
EWS-Fli block,-9,-36
RAD54 inh,-12,8
S100A4 MyoIIA,-1,-5

Following part:
[41] Cc1ccc(Nc2nc(N/N=C\c3ccc4c(c3)OCO4)nc(N3CCOCC3)n2)cc1
[42] O=C(C[C@H]1CC[C@H](NS(=O)(=O)c2ccccc2F)[C@H](CO)O1)NCCCN1CCOCC1
[43] Cc1ccccc1-c1ccc2c(c1)O[C@H](CN(C)C(=O)c1ccccn1)[C@@H](C)CN([C@@H](C)CO)S2(=O)=O
[44] C[C@H](CO)N1C[C@H](C)[C@@H](CN(C)C(=O)Nc2ccc(F)cc2)Oc2ccc(NC(=O)NC3CCCCC3)cc2CC1=O
[45] CCOC(=O)N1CCc2c(sc3c2c(=O)n(Cc2ccccc2)c(=O)n3Cc2cccc(C)c2)C1
[46] CCc1ccccc1NC(=O)c1cc(-c2cccs2)on1
[47] C[C@H]1CN([C@@H](C)CO)C(=O)c2cc(/C=C/c3ccccc3)cnc2O[C@H]1CN(C)C(=O)c1cccc(F)c1
[48] Cc1noc(NS(=O)(=O)c2ccc(NC(=O)c3ccc(N(C)C)cc3)cc2)c1C

screen / no.,41,42,43,44,45,46,47,48
esBAF inh,·,-1,5,-10,3,?,-6&-2,1
FN deposition inh,18,2,1,-11,6,-2,12,-5
Xi reactivation,0.0,0.4,-0.3,0.1,0.0,0.2,0.3&-0.5,-0.8
E-sel inducer,·,0.2,-0.4,-0.1,-1.1,-2.2,-0.1,1.2
RAD52 inh,1,-1,-6,1,-5,1,-14&13,9
EWS-Fli block,25,-6,-6,12,8,-50,-2&7,3
RAD54 inh,3,-3,-2,5,-2,-3,4&13,7
S100A4 MyoIIA,-3,-3,10,-28,12,-48,-4&1,1
